Source: PubChem BioAssay (National Center for Advancing Translational Sciences (NCATS))
KB-3-1 tox: KB-3-1 parental cell cytotoxicity | KB-3-1 viability, CellTiter-Glo ATP luminescence, 72 h | Potency, µM (titrated, usually from 46.1 µM), without a hit: at the top dose activity change, negative = cytotoxic, hits mostly cytotoxic | 400,000 tested, 1.4% active | AID 1347075; note: potency is the fitted concentration of half-maximal effect; % is set by controls: 0 for no effect and ±100 for the full control effect; nearly all actives have a fitted effect of over 60% in size
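Cytotoxicity measured as CellTiter-Glo luminescence after 72 h at 37 C. Compound titrations were pinned onto drug-naive KB-3-1 parental adenocarcinoma cells grown in DMEM with 10% FBS, and normalized data fitted to concentration-response curves.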
SW480 rereplic: DNA re-replication induction in SW480 cells; SW480 DNA re-replication, Hoechst DNA content imaging, 48 h; Potency, µM (top dose mostly 46.1 µM), for the others: at the highest dose re-replication activation, usual class: activators; 340,000 tested, 1.8% active; note: potency is the fitted concentration of half-maximal effect; % of control where 0% means no effect; nearly all actives have a fitted effect of over 55% in size
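Treated cells incubate 48 hr (37 C, 5% CO2), are stained 40 min with Hoechst, and nuclear fluorescence is enumerated; a rise in nuclei with high DNA signal marks re-replication.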
WRN helicase inh: WRN helicase (human) inhibition; Potency, µM (series often up to 114 µM), inactives show top-dose activity change, negative = inhibition, hits mostly inhibitors; Q14191; WRN helicase unwinding, fluorescent forked duplex, kinetic; 360,000 tested, 0.46% active; AID 651768; note: potency is the fitted concentration of half-maximal effect; % is set by controls: 0 for no effect and ±100 for the full control effect; nearly all actives have a fitted effect of over 55% in size
Target sequence (Q14191 whole entry, looked up): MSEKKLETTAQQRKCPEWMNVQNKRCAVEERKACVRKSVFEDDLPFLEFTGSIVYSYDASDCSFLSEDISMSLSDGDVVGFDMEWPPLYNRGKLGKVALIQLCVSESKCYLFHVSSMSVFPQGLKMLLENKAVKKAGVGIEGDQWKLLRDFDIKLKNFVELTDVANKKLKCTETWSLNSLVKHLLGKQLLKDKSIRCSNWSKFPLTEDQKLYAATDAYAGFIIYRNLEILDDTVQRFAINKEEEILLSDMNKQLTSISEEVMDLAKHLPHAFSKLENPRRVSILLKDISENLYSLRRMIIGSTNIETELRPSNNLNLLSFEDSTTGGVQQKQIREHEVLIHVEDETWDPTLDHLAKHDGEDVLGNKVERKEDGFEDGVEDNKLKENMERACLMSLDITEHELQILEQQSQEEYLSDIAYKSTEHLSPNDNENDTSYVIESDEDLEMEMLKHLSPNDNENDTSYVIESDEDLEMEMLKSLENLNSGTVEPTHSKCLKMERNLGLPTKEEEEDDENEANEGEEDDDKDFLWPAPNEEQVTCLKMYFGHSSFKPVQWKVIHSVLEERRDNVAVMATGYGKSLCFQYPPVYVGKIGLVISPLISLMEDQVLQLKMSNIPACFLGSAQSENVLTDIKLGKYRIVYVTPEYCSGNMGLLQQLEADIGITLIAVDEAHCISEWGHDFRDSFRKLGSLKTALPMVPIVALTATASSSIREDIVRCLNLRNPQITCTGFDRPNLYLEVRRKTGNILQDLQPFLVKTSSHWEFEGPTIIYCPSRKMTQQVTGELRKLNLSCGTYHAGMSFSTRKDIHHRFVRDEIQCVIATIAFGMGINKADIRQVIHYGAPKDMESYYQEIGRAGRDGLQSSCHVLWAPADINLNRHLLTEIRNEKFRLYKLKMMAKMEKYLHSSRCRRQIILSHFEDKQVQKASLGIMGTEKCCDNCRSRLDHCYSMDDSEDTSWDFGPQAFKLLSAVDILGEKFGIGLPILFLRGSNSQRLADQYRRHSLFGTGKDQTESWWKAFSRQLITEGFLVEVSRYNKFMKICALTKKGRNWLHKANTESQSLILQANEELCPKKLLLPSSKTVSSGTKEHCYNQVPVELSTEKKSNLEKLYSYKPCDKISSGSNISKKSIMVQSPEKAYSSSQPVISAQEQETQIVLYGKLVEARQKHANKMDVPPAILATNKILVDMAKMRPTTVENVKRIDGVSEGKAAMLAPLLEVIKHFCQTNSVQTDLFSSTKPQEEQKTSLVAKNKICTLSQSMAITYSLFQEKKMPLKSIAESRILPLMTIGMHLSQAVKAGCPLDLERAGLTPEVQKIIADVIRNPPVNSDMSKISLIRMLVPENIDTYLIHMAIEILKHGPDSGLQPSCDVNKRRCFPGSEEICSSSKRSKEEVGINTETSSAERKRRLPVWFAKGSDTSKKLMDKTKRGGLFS
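Kinetic fluorescence helicase assay: unwinding of a quenched forked DNA duplex (100 nM final) with 2 mM ATP final raises red fluorescence (525/598 nm). Compounds sat 15 min at room temperature with 20 nM WRN beforehand.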
MCF10A rerep: DNA re-replication induction in MCF 10a cells; MCF 10A DNA re-replication, Hoechst nuclear intensity, 48 h; Potency, µM (top dose mostly 46.1 µM), without a hit: top-dose activity, positive = re-replication, hits mostly activators; 350,000 tested, 2.9% active; AID 624296; note: potency is the fitted concentration of half-maximal effect; % of control where 0% means no effect; nearly all actives have a fitted effect of over 50% in size
KB-V1 MDR tox: kills drug-selected multidrug resistant KB-V1 cells; Potency, µM (doses to about 46.1 µM), for the others: at the highest dose activity change, negative = cytotoxicity, hits mostly cytotoxic; 400,000 tested, 3.4% active; KB-V1 MDR cells viability, CellTiter-Glo, 72 h; note: potency is the fitted concentration of half-maximal effect; % is set by controls: 0 for no effect and ±100 for the full control effect; nearly all actives have a fitted effect of over 60% in size
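Compound-treated KB-V1 multidrug-resistant cells, 72 h, 37 degrees C; viability by CellTiter-Glo. Fitted qHTS curves give the values.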
HT1080NT lethal: kills 2HG-producing HT-1080-NT fibrosarcoma cells | 360,000 tested, 1.6% active | AID 686970 | Potency, µM (titrated, usually from 46.1 µM), for the others: top-dose activity, negative = less viability, actives largely listed as cytotoxic | HT-1080-NT fibrosarcoma viability, CellTiter-Glo ATP luminescence, 48 h;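 note: NT is the 2HG producing partner of a matched IDH1 knockdown line; potency is the fitted concentration of half-maximal effect; 0% = DMSO-treated cells and -100% = media-only wells without cells; nearly all actives have a fitted effect of over 55% in size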
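HT-1080-NT fibrosarcoma cells (2HG-overproducing), 750 cells/well in RPMI with 5% FBS, dosed after 2 h and incubated 48 h at 37C. CellTiter-Glo luminescence normalized to DMSO and no-cell wells; concentration-response curves fitted and classed.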
HT1080 IDH1KD tx: kills HT-1080 cells with IDH1 knockdown. HT-1080 IDH1 knockdown viability, ATP luminescence, 48 h. Potency, µM (series often up to 46.1 µM), for the others: at the top dose activity, negative = toxicity, most hits filed as cytotoxic. 360,000 tested, 2% active;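 note: potency is the fitted concentration of half-maximal effect; 0% = DMSO wells and -100% = cell-free medium wells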
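Cytotoxicity counter-line: IDH1KD HT-1080, 48 h, CellTiter-Glo. Curves classed by r2, magnitude and activity.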
ATXN2 expr inh: ATXN2 expression inhibition; HEK-293 ATXN2-luciferase reporter, luminescence, 24 h; AID 1745845; 360,000 tested, 0.72% active; Potency, µM (titrated, usually from 57 µM), for inactives: top-dose activity change, negative = inhibition, most hits filed as inhibitors; note: potency is the fitted concentration of half-maximal effect; % is set by controls: 0 for no effect and ±100 for the full control effect; nearly all actives have a fitted effect of over 55% in size
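ATXN2-luciferase reporter cells (luciferase flanked by upstream and downstream ATXN2 gene portions) were treated 24 h at 37 °C with compounds at up to 57 uM. SteadyGlo luminescence gave expression; GF-AFC fluorescence gave viability.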
IL-1B inflam inh: inhibitors of inflammasome signaling (IL-1 beta secretion); THP-1 LPS/ATP IL-1B secretion, AlphaLISA, 16 h; stronger effect = lower value; activity change, % at 57.5 µM; 360,000 tested, 4.7% active; in the data active = activity change below about -50%; inconclusive = mostly about -30% to -49%; note: % is set by controls: 0 for no effect and ±100 for the full control effect
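Secreted IL-1B measured by AlphaLISA bead assay after 16 h compound exposure of THP-1 cells; compounds (final up to 57.5 uM) added 1 h before LPS (250 ng/mL) and ATP (1.25 mM) stimulation; lower signal means less secretion.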
* hit, by the source's call; u = inconclusive. Unless noted, calls come from the whole dose curve; as a rule, active = well fitted curve in the direction sought with a large enough effect; inconclusive = small, poorly fitted or top-dose-only effect, or another doubt; inactive = no such curve, though single readings can be large; an effect the other way counts as inactive or inconclusive. The list is partial; count on the stated rates, not on these rows.

SMILES	KB-3-1 tox	SW480 rereplic	WRN helicase inh	MCF10A rerep	KB-V1 MDR tox	HT1080NT lethal	HT1080 IDH1KD tx	ATXN2 expr inh	IL-1B inflam inh
CC(=O)c1ccc2c(c1)N(CCCN(C)C)c1ccccc1S2	0%	21%	-8%	-19%	u	u	-78%	u	0
